PG9 binder: PG9 antibody binding by small molecule | inhibition, % at 6.7 µM | 0.43% of 360,000 active | TR-FRET gp120-PG9 antibody binding | AID 624416; in the data active = inhibition above about 8.5%
SIAE inh: inhibitors of human sialic acid acetylesterase SIAE | AID 1053197 | 0.69% of 370,000 active | inhibition, % at 9.66 µM | SIAE FP-Rh probe binding, fluorescence polarization;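 active = inhibition above a cutoff: mean of compounds within the control limits plus 3 SD of those, cut at about 17% in these data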;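 note: 0% = plate median of compound wells and 100% = probe without SIAE protein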
DDE Tn7 FP inh: inhibitors of Tn7 peptide binding to human fibrin DD(E). inhibition, % at 8.3 µM. 0.13% of 370,000 active. FP displacement of FITC-Tn7 peptide from fibrin DD(E); 0% = median of compound wells per plate. AID 720508. P02675;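 active = inhibition above the mean of compounds falling within the control limits plus 3 SD of them, cut at about 14% in these data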;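 note: 0% = plate median of compound wells and 100% = 10 µM Aha-Tn7 peptide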
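Measure: % inhibition scaled between sample-field median and high-control FP; Test system: human fibrin DD(E); Quantity: 2 µM final DD(E) protein; Doses: one dose, 8.3 µM nominal; Schedule: compound with protein 10 min, then 3 h after probe, room temperature; Detection: fluorescence polarization; Medium: Tris buffer with calcium and detergent, pH 7.8.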
ABHD4 inh: ABHD4 (mouse) inhibition, primary FP screen | Q8VD66 | purified mABHD4, FP-Rh probe fluorescence polarization | inhibition, % at 8.92 µM | 0.54% of 370,000 active | AID 720543;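 active = inhibition exceeding the mean over every tested compound plus 3 SD, cut at about 30% in these data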;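 note: 0% = plate median of compound wells and 100% = S159A mutant with DMSO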
Target sequence (Q8VD66 whole entry, looked up): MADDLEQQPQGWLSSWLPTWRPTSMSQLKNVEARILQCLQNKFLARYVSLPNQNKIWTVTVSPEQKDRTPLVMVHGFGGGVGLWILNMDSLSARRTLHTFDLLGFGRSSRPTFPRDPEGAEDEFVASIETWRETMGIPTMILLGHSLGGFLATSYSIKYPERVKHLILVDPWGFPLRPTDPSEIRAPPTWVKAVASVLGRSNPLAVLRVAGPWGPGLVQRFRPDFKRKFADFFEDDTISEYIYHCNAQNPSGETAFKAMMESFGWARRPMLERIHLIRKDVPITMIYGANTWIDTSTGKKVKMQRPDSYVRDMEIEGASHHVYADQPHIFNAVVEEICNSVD
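Doses – 8.92 µM, single dose · Material – wild-type mouse ABHD4 protein · Replication – single well per compound (singlicate) · Measure – percent inhibition of probe binding, normalized to plate controls · Schedule – 45 min compound pre-incubation plus 60 min probe step, 25 °C · Detection – fluorescence polarization with parallel and perpendicular emission, 525/598 nm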
UHRF1 MBD2 ctr: UHRF1 methyl-DNA binding inhibition | Q96T88 | UHRF1 binding to methylated oligo, TR-FRET | inhibition, % at 4.4 µM | 0.75% of 370,000 active; in the data active = inhibition above about 21%;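 note: UHRF1 SRA domain binding a hemimethylated CpG hairpin DNA probe; 0% = median of test compound wells and 100% = reference inhibitor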
TCR-CD3 inh: human TCR-CD3 binding inhibition; TAMRA-labeled TCR probe fluorescence, biochemical; inhibition, % at 9.4 µM; 0.37% of 360,000 active; AID 651800; in the data active = inhibition above about 19%;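 note: recombinant mutant TCR 2C K166C tagged with TAMRA read by polarization; 0% = receptor in buffer alone and 100% = receptor with positive control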
PRMT1 FP inh: blocks human protein arginine methyltransferase 1 | 1.3% of 370,000 active | Q99873 | recombinant PRMT1, activity-based probe fluorescence polarization | inhibition, % at 2.79 µM | AID 652257;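 active = inhibition above about 21% made by adding two undisclosed values, limit read from the data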
Target sequence (Q99873 whole entry, looked up): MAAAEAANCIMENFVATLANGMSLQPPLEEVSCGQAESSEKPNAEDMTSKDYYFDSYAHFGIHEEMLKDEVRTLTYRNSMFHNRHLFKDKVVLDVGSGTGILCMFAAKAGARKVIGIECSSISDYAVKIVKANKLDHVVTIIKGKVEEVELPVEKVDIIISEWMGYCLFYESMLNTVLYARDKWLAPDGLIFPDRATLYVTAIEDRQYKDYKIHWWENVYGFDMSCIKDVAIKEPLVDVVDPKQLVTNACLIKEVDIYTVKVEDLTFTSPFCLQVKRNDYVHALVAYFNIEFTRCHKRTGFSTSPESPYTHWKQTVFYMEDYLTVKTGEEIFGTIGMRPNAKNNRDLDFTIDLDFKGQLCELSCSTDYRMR
HTRA1 inhibitor: inhibitors of human serine peptidase HTRA1; Q92743; recombinant HTRA1, FP-rhodamine activity-based probe, fluorescence polarization; inhibition, % at 5.96 µM; 0.5% of 340,000 active; AID 504803; in the data active = inhibition above about 36%;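 note: 0% = enzyme with DMSO and 100% = wells lacking enzyme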
TDP2 absorb: TDP2 (human) inhibition, absorbance primary screen; recombinant TDP2, T5PNP hydrolysis, p-nitrophenol absorbance 415 nm; 0.34% of 370,000 active; inhibition, % at 12.8 µM;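 active = inhibition above the mean of all tested compounds plus 3 SD, set per campaign, cut at about 25% in these data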;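 note: 0% = DMSO with enzyme and 100% = buffer with substrate but no TDP2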
Target sequence (O95551 whole entry, looked up): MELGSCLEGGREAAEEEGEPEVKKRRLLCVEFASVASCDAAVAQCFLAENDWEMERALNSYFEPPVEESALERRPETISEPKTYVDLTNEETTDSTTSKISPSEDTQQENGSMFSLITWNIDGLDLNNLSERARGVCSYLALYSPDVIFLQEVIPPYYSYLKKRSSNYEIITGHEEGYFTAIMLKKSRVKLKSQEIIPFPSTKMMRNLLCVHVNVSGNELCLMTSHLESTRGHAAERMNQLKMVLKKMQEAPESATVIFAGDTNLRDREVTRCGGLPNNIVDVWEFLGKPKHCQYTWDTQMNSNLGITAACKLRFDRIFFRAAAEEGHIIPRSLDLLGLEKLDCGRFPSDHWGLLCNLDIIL
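System – recombinant human TDP2 · Amount – 120 nM TDP2 per well · Buffer or medium – Mg2+-containing Tris-HCl buffer, pH 7.5 · Reagent – T5PNP substrate, 5 mM · Dosing – 12.8 µM single point, 1% DMSO · Incubation – 2 h at 37 °C · Measured by – epi absorbance · Read-out basis – percent inhibition · Benchmarks – high control without enzyme, low control DMSO plus TDP2 · Repeats – singlicate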
LEDGF integ inh: blocks HIV-1 LEDGF/p75-dependent DNA integration; TR-FRET IN-LEDGF/p75 DNA integration, Eu/Cy5; inhibition, % at 3.7 µM; 0.64% of 370,000 active; AID 743269;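 active = inhibition above the screen-wide mean plus 3 SD, cut at about 13% in these data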;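 note: signal is the Cy5 over europium emission ratio at 671 and 618 nm; 0% = plate median of compound wells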
Starred values were filed as active, the others as inactive; / = not tested or not shown. Rows are unselected (roughly 4.2% active in at least one column).

SMILES | PG9 binder | SIAE inh | DDE Tn7 FP inh | ABHD4 inh | UHRF1 MBD2 ctr | TCR-CD3 inh | PRMT1 FP inh | HTRA1 inhibitor | TDP2 absorb | LEDGF integ inh
CC1(C(=O)NC2CCCC2)CCC(=O)N1CCCn1ccnc1 (centres undefined) | 0.9 | 2.1 | -1.3 | 2.8 | -1.7 | -0.7 | -4.5 | / | -1.2 | -1.0
COC(=O)[C@]12C[C@H](CC(=O)N3CCN(C(=O)C4CC4)CC3)C(=O)N(Cc3ccc4c(c3)OCO4)C1=C[C@H](COCc1ccccc1)O[C@@H]2C | 0.5 | 3.9 | 0.3 | 4.0 | 1.7 | -4.2 | 3.0 | / | -2.4 | -2.7
COCC(=O)N[C@H]1C[C@@H]2O[C@H](CO)CC[C@@H]2O[C@@H]1CCc1ccc(-c2ccccc2)cc1 | / | -1.0 | 0.8 | 5.5 | 3.7 | / | -4.0 | / | 6.6 | 1.0
Cc1ccc2[nH]c3nc(N/N=C/c4cccc(O)c4)nnc3c2c1 | -0.2 | 3.1 | 2.4 | 5.3 | -4.5 | 6.0 | 4.8 | 1.5 | 8.6 | -5.6
CC(C)N1CCC1(C)C(=O)Nc1cc(-c2ccccc2)nn1C (centres undefined) | -2.0 | 0.7 | 0.4 | -5.6 | 0.0 | -5.2 | -2.9 | / | 6.3 | -1.1
O=C(Nc1cccc(Cl)c1)C1CCCCC1 | -3.0 | -1.5 | -1.4 | 3.6 | 0.9 | 7.3 | 0.7 | -11.3 | -3.7 | 0.0
COc1ccc(S(=O)(=O)N(CCC(=O)O)Cc2ccccc2)cc1 | 1.2 | 5.3 | -0.2 | 3.7 | 15.7 | -4.2 | 8.8 | -3.1 | -5.1 | -3.0
Cc1nc2ccccc2nc(C)c1=NOCc1cccc(F)c1 | -0.1 | -0.1 | 4.5 | 3.2 | -3.1 | 0.8 | 1.8 | 6.8 | 5.5 | -1.8
CCOc1cccc2cc(C(N)=O)c(=N)oc12 | -0.5 | -7.8 | 7.3 | 5.5 | -1.3 | 1.8 | -1.3 | 1.3 | -8.8 | -3.6
CCN(CC)CCNC(=O)c1nn(-c2ccc(C)cc2)c(=O)c2c1c1ccccc1n2C | -0.8 | -6.8 | 7.7 | -0.6 | 5.2 | 1.6 | 1.0 | -2.5 | -3.5 | -1.7
CCOC(=O)C1CCN(C(=O)C(C)(C)NC(=O)Nc2ccc(Cl)cc2Cl)CC1 | / | 4.0 | 0.0 | -5.6 | 4.1 | / | -4.8 | / | -2.6 | -2.2
C=CCCC(=O)N1CCC(CCC(=O)NC2CC2)CC1 | 0.1 | 4.5 | -3.3 | 4.4 | -1.5 | 5.5 | -3.5 | -8.0 | -6.3 | -3.6
COc1cccc(CN(CC(=O)NC2CCCCC2)C(=O)c2csnn2)c1 | 0.8 | -3.2 | -5.1 | -2.5 | 1.9 | 1.2 | -0.9 | 0.0 | -2.5 | -0.8
C=CCn1c(SCc2ccc3nonc3c2)nnc1-c1cccs1 | 0.7 | -4.5 | 2.2 | 0.4 | 0.9 | -6.2 | 0.4 | -8.8 | 0.0 | 3.0
O=C(c1ccco1)N1CCN(C(=O)C2CCCN(S(=O)(=O)c3cccc4nsnc34)C2)CC1 (centres undefined) | -0.5 | -9.1 | 6.7 | 0.2 | -1.1 | 1.8 | 1.4 | 4.8 | 14.9 | -0.7
CCOC(=O)N1CCC(NC(=O)CC2C(=O)NCCN2Cc2ccccc2)CC1 (centres undefined) | -0.9 | -0.9 | 6.8 | 4.2 | 0.5 | -4.5 | 6.5 | -2.5 | 1.4 | -8.0
CCC(CC)N=C1NS(=O)(=O)c2cc([N+](=O)[O-])ccc21 | -0.5 | 2.0 | 3.8 | -2.6 | 0.5 | 9.0 | -1.7 | 2.0 | 1.6 | -5.3
CN(CCC#N)c1ccc(/C=C(\C#N)c2ccccn2)cc1 | -2.1 | -5.9 | 3.7 | 89.0* | -336.0 | 80.9* | 193.8* | 0.4 | -22.2 | 2.4
COc1cc(C)c(Cl)cc1S(=O)(=O)NCCCN1CCOCC1 | -0.3 | 4.7 | -7.2 | 16.7 | 1.5 | -3.8 | 5.0 | -4.0 | 8.1 | -1.2
Cc1ccc(C(=Cc2ccc([N+](=O)[O-])cc2)C(=O)O)cc1 | -1.7 | -3.9 | -4.3 | -8.9 | -3.1 | 4.7 | -3.3 | 3.1 | 3.4 | 2.1
Cc1ccsc1C1C(C#N)=C(N)Oc2n[nH]c(C)c21 (centres undefined) | -2.2 | -2.2 | -2.1 | 1.7 | -2.9 | 5.4 | 7.2 | 2.6 | 5.5 | -5.2
CCOC(=O)c1cc(=O)n2nc(-c3ccccc3F)nc2s1 | 3.0 | 0.7 | -2.7 | -2.2 | 2.3 | -8.7 | 10.2 | -7.8 | -7.2 | 2.7
Cc1cc(Br)c(OCc2ccc(C(=O)N/N=C3\CC4CC=CC34)cc2)c(Br)c1 (centres undefined) | -3.7 | -12.8 | -6.5 | 0.9 | -2.2 | -1.4 | -4.5 | -16.4 | -6.2 | -0.6
NC(=O)COC(=O)c1ccccc1Oc1ccccc1 | -0.9 | 16.7 | -1.2 | -2.1 | -0.9 | 3.2 | -2.8 | -7.7 | 10.0 | -0.3
O=C1CN(S(=O)(=O)c2cc(Br)ccc2Br)CCN1 | -1.5 | -1.1 | -4.7 | 0.8 | -0.6 | 7.1 | -6.8 | 10.1 | -7.6 | -0.3
Cc1ccsc1C(=O)OCC(=O)N(C)c1c(N)n(Cc2ccccc2)c(=O)[nH]c1=O | 0.8 | -2.6 | -4.3 | 4.3 | -1.1 | 6.5 | -3.8 | -2.2 | -12.1 | -0.1
Cc1cnn(-c2ccccc2)c1NC(=O)COCc1ccccc1 | / | 2.3 | 4.3 | -0.1 | 0.5 | / | -3.3 | / | 3.4 | 2.5
CCOCC(=O)Nc1nnc(COc2ccc(Cl)cc2)s1 | -2.4 | -1.9 | -5.0 | -4.0 | 2.6 | 1.3 | 2.3 | -0.2 | -4.2 | -0.1
COc1ccc(-n2c(Cn3c(=O)sc4ccccc43)nnc2SCC(=O)N2CCCC2)cc1 | 0.8 | -1.0 | 2.4 | -0.7 | -2.7 | -3.5 | 1.6 | -4.0 | -3.2 | 31.9*
COc1ccc(S(=O)(=O)NC(N)=NCCc2ccc(OC)c(OC)c2)cc1 | -3.2 | -3.9 | -5.3 | 1.6 | 1.5 | -1.4 | -3.0 | / | -14.3 | 2.5
O=C(NCc1ccccc1Cl)C1CCCN(S(=O)(=O)c2cnc[nH]2)C1 (centres undefined) | -2.7 | 0.1 | -4.1 | 6.6 | -0.3 | -5.2 | 7.1 | -3.8 | -3.1 | -4.1
COc1ccccc1OCc1cc(C(=O)N2CC3C[C@@H]4CC2C[C@H](C3)C4)no1 | -0.6 | 6.9 | -1.0 | -3.3 | -2.1 | 5.4 | -0.6 | -3.6 | 4.1 | 0.7
COc1ccc(CN=Cc2c(O)[nH]c3ccccc23)cc1 | -2.7 | 3.0 | -6.8 | 5.9 | 3.6 | 0.6 | 1.7 | 16.1 | -6.2 | -1.0
O=c1sc2ccccc2c(N2CCCC2)c1[N+](=O)[O-] | 1.3 | -1.4 | -2.9 | -0.6 | 2.2 | -3.8 | 5.1 | -3.4 | 0.7 | -0.9
Cc1cc(NC(=O)CSc2nc(Cc3ccccc3)c(C)[nH]2)no1 | 0.3 | 6.7 | -2.7 | -2.6 | -2.7 | 1.8 | -0.2 | -3.6 | -5.0 | 4.6
O=S(=O)(c1cccs1)N1CCN(c2ccccc2Cl)CC1 | -2.5 | -6.0 | -2.2 | -5.8 | -1.2 | 2.5 | -7.2 | -15.9 | -4.6 | 5.8

One compound at a time, as listed above. Order of screens: PG9 binder	SIAE inh	DDE Tn7 FP inh	ABHD4 inh	UHRF1 MBD2 ctr	TCR-CD3 inh	PRMT1 FP inh	HTRA1 inhibitor	TDP2 absorb	LEDGF integ inh
`COc1ccccc1OCc1cc(C(=O)N2CC3C[C@@H]4CC2C[C@H](C3)C4)no1` in the list: -0.6	6.9	-1.0	-3.3	-2.1	5.4	-0.6	-3.6	4.1	0.7
`Cc1ccsc1C(=O)OCC(=O)N(C)c1c(N)n(Cc2ccccc2)c(=O)[nH]c1=O` in the list: 0.8	-2.6	-4.3	4.3	-1.1	6.5	-3.8	-2.2	-12.1	-0.1

New compounds follow:
SMILES | PG9 binder | SIAE inh | DDE Tn7 FP inh | ABHD4 inh | UHRF1 MBD2 ctr | TCR-CD3 inh | PRMT1 FP inh | HTRA1 inhibitor | TDP2 absorb | LEDGF integ inh
CCCn1ncc(OC)c(Cl)c1=O | 0.1 | 6.9 | 7.5 | -3.0 | 0.2 | 4.7 | -0.9 | -6.2 | -1.2 | -3.1
Cc1noc(C)c1COC(=O)c1ccc2ccccc2n1 | -0.2 | 5.3 | 0.5 | -0.3 | 19.1 | -3.8 | 3.8 | -0.8 | -2.4 | -2.7
O=C(NCC1CCCO1)C(=O)NCC(c1ccco1)N1CCN(c2ccc(F)cc2)CC1 (centres undefined) | -2.4 | -3.8 | -1.0 | -9.3 | 5.1 | -1.6 | 4.0 | -1.4 | -16.8 | -3.1
COc1ccc(-c2nc(C#N)c(NCCc3ccccc3)o2)cc1 | -0.8 | 7.0 | 6.6 | -1.8 | -0.1 | -1.5 | -1.1 | -21.4 | -1.1 | 0.5
CCCn1c(SCC(=O)N2CCCc3ccccc32)nnc1-c1ccco1 | -1.1 | 6.0 | -10.8 | 9.8 | -2.3 | 2.2 | 3.4 | 4.6 | 2.8 | 0.1
CCC(C)(C(=O)Nc1ccccc1C)N(C(=O)CNC(C)=O)c1ccc(C)cc1 (centres undefined) | 0.7 | 3.8 | 4.4 | 8.0 | -1.4 | 2.9 | -1.2 | 0.8 | 2.8 | -1.6
Cc1ccc(S(=O)(=O)CC(=O)Nc2nccs2)cc1 | 0.9 | -7.3 | 6.4 | 6.9 | -0.3 | 2.3 | 0.8 | 2.7 | 0.8 | 1.1
Cc1ccc(C(=O)NNC(=O)C2CSC3(C)CCC(=O)N23)cc1 (centres undefined) | -1.6 | 0.7 | 0.9 | 3.2 | 0.6 | 15.1 | -0.9 | -3.0 | 6.7 | 0.0
CC(=O)Nc1ccc(S(=O)(=O)N2CCNC(=O)CC2)cc1 | 0.9 | -1.0 | -4.1 | 5.1 | 4.8 | 2.4 | 2.0 | 5.8 | -3.4 | -2.6
O=C(NCc1cccnc1)C(=O)NCC1OCCN1S(=O)(=O)c1ccccc1 (centres undefined) | -2.4 | 2.2 | -3.5 | 12.3 | -1.7 | 1.9 | 1.8 | -7.6 | 7.1 | -0.4
Cc1cccc(NC(=O)C(C)N2C(=O)c3ccccc3S2(=O)=O)n1 (centres undefined) | -0.7 | -6.5 | 9.8 | -0.3 | -0.2 | 3.1 | 5.4 | 3.0 | -6.3 | -0.6

Compound activity deposited in PubChem BioAssay by The Scripps Research Institute Molecular Screening Center.
